High-throughput results deposited in PubChem BioAssay by Sanford-Burnham Center for Chemical Genomics.
ATG4B inhibitor = inhibitors of human ATG4B cysteine protease | inhibition, % at 8.33 µM | AID 504462 | ATG4B cleavage of LC3-PLA2, NBD-HPC fluorescence, 1 h | Q9Y4P1 | hit rate 0.51% among 340,000; in the data active = inhibition above about 40%
Target sequence (Q9Y4P1 whole entry, looked up): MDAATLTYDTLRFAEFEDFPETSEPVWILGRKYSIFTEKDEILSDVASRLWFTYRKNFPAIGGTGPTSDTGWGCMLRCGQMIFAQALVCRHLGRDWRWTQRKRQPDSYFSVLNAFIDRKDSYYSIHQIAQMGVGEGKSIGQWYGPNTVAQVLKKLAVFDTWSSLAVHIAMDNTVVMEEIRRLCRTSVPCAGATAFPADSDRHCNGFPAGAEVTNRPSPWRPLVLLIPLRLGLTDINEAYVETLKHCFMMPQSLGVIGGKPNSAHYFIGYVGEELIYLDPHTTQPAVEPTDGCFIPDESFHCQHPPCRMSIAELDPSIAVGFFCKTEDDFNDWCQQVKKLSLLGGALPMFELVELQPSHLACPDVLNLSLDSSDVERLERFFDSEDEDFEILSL
SENP8 block = blocks human SENP8 cleavage of Nedd8 substrate; recombinant SENP8, Nedd8 substrate fluorescence; inhibition, % at 20 µM; hit rate 0.64% among 360,000; in the data active = inhibition mostly above about 40%, no sharp cut-off; inactive = mostly below about 27%
Target sequence (Q96LD8 whole entry, looked up): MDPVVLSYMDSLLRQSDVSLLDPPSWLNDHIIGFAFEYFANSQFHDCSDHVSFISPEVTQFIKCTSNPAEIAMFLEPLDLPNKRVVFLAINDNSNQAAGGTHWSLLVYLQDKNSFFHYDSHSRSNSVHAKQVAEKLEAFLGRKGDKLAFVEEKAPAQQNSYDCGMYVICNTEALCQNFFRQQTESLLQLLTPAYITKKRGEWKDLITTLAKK
MPTP inh = permeability transition pore inhibition; isolated mouse mitochondria, Ca2+ swelling absorbance, 30 min; AID 602449; inhibition, % at 10 µM; hit rate 1.4% among 360,000;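 active = inhibition of 50% or more, scaled per plate between neutral and stimulator controls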;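 note: 0% = DMSO wells given calcium and 100% = 1 mM EGTA wells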
hIAP act = human IAP activation; activation factor at 10 µM; hit rate 0.16% among 330,000; P09923; purified human IAP, CDP-Star luminescence, 30 min; stronger effect = higher value; 1 = vehicle-only enzyme, 0 = enzyme-free background; AID 2524;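 active = activation factor of the enzyme at least 2-fold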; note: the source names both 10 and 20 µM as test concentration; values of inactives mirror those of a sister screen read the other way
SENP1 FRET inh = inhibitors of human SENP1 SUMO protease catalytic domain; Q9P0U3; recombinant SENP1 catalytic domain, CyPet-SUMO1-YPet FRET cleavage; inhibition, % at 10 µM; hit rate 0.21% among 360,000;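 active = inhibition at least 30% at 10 µM, raw YFP signal under a set limit, fluorescence ratio 0.5 to 1.5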;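 note: 0% = enzyme with DMSO and 100% = no enzyme wells; some results filed as inactive read as strong as hits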
Target sequence (Q9P0U3 419-644 limits assumed): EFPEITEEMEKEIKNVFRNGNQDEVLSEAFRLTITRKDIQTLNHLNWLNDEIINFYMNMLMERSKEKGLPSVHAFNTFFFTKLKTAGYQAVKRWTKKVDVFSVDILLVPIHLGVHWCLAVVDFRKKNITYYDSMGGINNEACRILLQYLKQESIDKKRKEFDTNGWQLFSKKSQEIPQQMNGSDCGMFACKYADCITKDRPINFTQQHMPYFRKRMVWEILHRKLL
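Controls: no-enzyme wells low, DMSO-plus-enzyme wells high control. Test system: human recombinant His6-tagged SENP1 catalytic domain enzyme. Reagent: SFCypet-SUMO1-SFYpet FRET protein substrate, 25 nM final. Doses: one dose per compound, 10 µM, 0.5% DMSO. Detection: FRET, CFP and YFP emission. Timing: 50 min reaction at room temperature.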
PfG6PD inh = PfG6PD (Plasmodium falciparum) enzyme inhibition; PfGluPho enzyme, NADPH resazurin-diaphorase fluorescence; inhibition, % at 20 µM; hit rate 0.78% among 350,000;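 active = inhibition reaching at least a set limit at 20 µM in the primary screen, cut at about 59% in these data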;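 note: 0% = DMSO wells with substrate and 100% = DMSO wells lacking glucose-6-phosphate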
NR3A LBD binder = modulates the human NR3A ligand-binding domain | hit rate 2.5% among 340,000 | Tm shift relative to glycine control, % at 25 µM | NR3A LBD differential scanning fluorimetry, Tm shift; 0% = protein alone, 100% = glycine-bound protein;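 active = melting temperature shift of at least 10% of the positive control shift, at one fixed dose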
SENP6 inh = SENP6 protease inhibition | Q9GZR1 | Recombinant SENP6 catalytic domain, aminoluciferin luminescence | inhibition, % at 10 µM | hit rate 1.8% among 330,000 | AID 2599;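 active = inhibition above about 50% at the single tested dose, limit read from the data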;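 note: plate controls were DMSO wells with enzyme for no effect and DMSO wells lacking enzyme for full effect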
The depositor's hits bear a star; . = not tested or not shown. Random draw from the library. About 6.7% of those tested had a hit in this group.

SMILES	ATG4B inhibitor	SENP8 block	MPTP inh	hIAP act	SENP1 FRET inh	PfG6PD inh	NR3A LBD binder	SENP6 inh
COc1ccc(NC(=O)NCC(C)CSc2ccc(C)cc2)c(OC)c1 (stereo not given)	26	17	0.4	1.2	1	-24	-2	-12
O=C1CCN(Cc2ccc(Br)cc2)CCN1[C@H](CO)c1ccccc1	-9	25	0.2	0.92	0	-6	0	-5
O=C(COc1ncnc2ccc(Br)cc12)NC1CCCC1	9	1	-0.7	0.94	1	-3	-1	-2
CC/C(Cc1ccccc1)=N\NC(=O)c1cc(C)oc1C	-6	19	-0.5	1.1	3	0	-3	4
Cc1ccc(-c2nnc(NC(=O)c3c(F)cccc3Cl)s2)cc1	-10	-13	0.0	1.1	-15	-27	0	-10
Cc1sc(NC(=O)c2oc3ccccc3c2C)c(C#N)c1C	0	-266	1.1	0.99	-19	7	0	-7
Cc1ccccc1NC(=O)c1ccc(OCc2c(C)noc2C)cc1	-9	6	-1.0	1	1	11	0	-13
CCS(=O)(=O)c1ccc2oc(SCC(=O)c3ccco3)nc2c1	-3	19	3.2	1.1	1	4	5	-12
CCOc1ccc(NC(=O)CSc2nc3ccccc3nc2N2CCOCC2)cc1	-3	-68	-0.8	0.95	-2	-1	-8	-6
C[C@]12c3[nH]c4ccccc4c3CCN1C(=O)C(CC(=O)NCc1cccc(C(F)(F)F)c1)C[C@@H]2C(=O)N1CCCCC1 (stereo not given in full)	3	9	-1.2	0.98	-2	17	-10	-4
O=C(O)c1cccnc1Sc1ccc(Cl)cc1	3	10	-2.4	0.96	3	-10	0	9
Cc1ccc(C(=O)O)cc1NC(=O)C1CCCN1S(=O)(=O)c1cccc2nsnc12 (stereo not given)	4	14	-0.8	1.1	1	-20	0	-1
O=c1cc(C(O)C[N+](=O)[O-])occ1OCc1ccccc1 (stereo not given)	-6	-34	2.7	0.91	-26	37	1	-15
CCCC(C)c1nnc(NC(=O)CN2C(=O)c3ccccc3C2=O)s1 (stereo not given)	2	5	0.4	1.1	-1	17	4	-16
COc1ccc(NC(=O)Cc2csc(NC(=O)Nc3ccccc3OC)n2)cc1	.	18	0.8	.	1	0	.	.
CC1CCCCC1NC(=O)C1CCN(C(=O)c2sccc2-n2cccc2)CC1 (stereo not given)	-18	14	-0.8	1	1	12	-3	0
O=C(Nc1c2c(nn1-c1cccc(Cl)c1)CS(=O)C2)c1ccc2c(c1)OCO2 (stereo not given)	-5	3	-1.9	1.3	1	-7	-1	1
Cc1ccccc1OCc1nc(-c2ccc(-n3cccc3)cc2)no1	-12	-1	2.4	0.86	-1	1	-1	2
O=C(N/C(=C/c1ccco1)C(=O)N1CCCC1)c1cccs1	-6	-9	0.3	0.99	4	-3	2	8
CN(CCc1ccccn1)C(=O)c1ccc(OC2CCN(CCc3ccccc3)CC2)cc1	5	10	-0.4	0.97	-4	-2	0	-5
Cc1cccc(C(=O)N2CCc3c([nH]c4ccccc34)C2CC(C)C)n1 (stereo not given)	-9	-13	0.6	1	-57	14	0	-6
COC(=O)c1cc(Br)c(=O)n(-c2cc(C)on2)c1	-5	0	-6.5	1	1	-18	0	-9
O=C(C/C=N/OCc1c(Cl)cccc1Cl)c1ccc(Cl)cc1	17	18	3.9	0.94	2	-16	1	-8
COc1ccc(NC(=O)CN(C)C(=O)c2ccc3c(c2)NC(=O)CS3)cc1	-5	8	-3.0	0.91	-1	4	0	-4
COc1cccc(C(=O)NCCS(=O)(=O)NC(C)CCc2ccccc2)c1 (stereo not given)	-9	10	2.0	0.82	0	7	2	-12
COc1ccccc1NS(=O)(=O)c1ccc(C)c(C(=O)NCC2CCCO2)c1 (stereo not given)	-6	12	-0.7	0.9	2	-5	-2	-13
CCCCC1(C)NC(=O)N(CC(=O)Nc2ccc(Cl)cc2C)C1=O (stereo not given)	0	9	0.8	1	4	-6	-1	-20
O=C(O)CC12CC3CC(C1)CC(n1ncc(NCc4ccccc4Cl)c(Cl)c1=O)(C3)C2	2	25	1.3	0.93	1	-23	-2	-23
O=C(CCCCC(=O)OC1CCCCC1)OC1CCCCC1	3	8	-0.5	.	0	-12	1	.
Cc1cc(C)n2nc(SCC(=O)N/N=C/c3ccc(F)cc3)nc2n1	1	-12	0.2	1	4	-20	5	-16
O=C(O)Cn1c(=O)n(Cc2ccccc2)c2ccccc21	-4	13	0.0	1.2	0	-5	1	-4
Cc1ccc(OCC(=O)Nc2ccc(S(=O)(=O)N(C)C3CCN(C)CC3)cc2)c(C)c1	-9	9	-1.1	1.4	-1	15	4	-42
CSc1ccc(-c2nc(CSCC(=O)N3CCOCC3)c(C)o2)cc1	-7	-90	7.1	1	-1	6	-2	10
COc1ccc(CCN2C(=O)CSC2c2cccc([N+](=O)[O-])c2)cc1OC (stereo not given)	0	10	-1.8	1.1	2	-12	-1	-27
O=C(Nc1cccn(Cc2cccc(F)c2)c1=O)NC1CCCCC1	-3	-107	-5.3	1.1	1	4	7	-8
COc1ccccc1C(=O)NC(=S)Nc1ccc(N2CCOCC2)c(Cl)c1	-2	0	-0.5	0.91	-1	11	-2	-27
C=CCNC(=O)CN1C2CCCC1CC(NC(=O)c1ccccc1C)C2 (stereo not given)	-10	30	-1.7	0.97	0	-9	-1	2
COC(=O)c1ccsc1NC(=O)CCS(=O)(=O)c1ccccc1	6	-8	-0.7	0.71	4	9	0	-11
COc1cc(O)c2c(=O)c3c(O)c(O)ccc3oc2c1OC	-23	34	1.8	.	3	-11	0	.
Cc1c(NC(=O)C(C)OC(=O)CCc2c[nH]c3ccccc23)c(=O)n(-c2ccccc2)n1C (stereo not given)	7	11	-0.5	0.94	0	-2	-3	-12
COc1ccccc1NC(=O)C1=C(C)NC(SCC(=O)Nc2ccc(C(=O)O)cc2)=C(C#N)C1c1cccs1 (stereo not given)	-7	30	2.4	0.94	1	35	-2	-2
Cc1ccc(-c2nnc(-c3ccc(NC(=O)c4ccco4)cc3)o2)cc1	2	-426	3.8	0.94	1	-1	6	1
Cc1ccc(Nc2n[nH]c(=S)s2)cc1F	0	9	-1.5	.	-12	72*	-17	.
O=C(Nc1ccc(C(=O)NCc2ccccc2)cc1)C1=CSCCO1	-2	-4	0.5	1	-1	-1	-7	-5
CCOC(=O)c1[nH]c2ccc(OC)cc2c1NC(=O)c1ccc(OC)c(OC)c1	-12	-275	-1.7	0.93	-1	1	3	-18
Cc1noc(C)c1COc1ccccc1C(=O)NC1CCC(C)CC1 (stereo not given)	0	6	-0.3	0.91	-1	1	0	-12
COc1ccc(C2(C)NC(=O)NC2=O)cc1OC (stereo not given)	19	6	0.6	0.98	-1	-13	2	-8
CCCSc1nnc(NC(=O)CCc2ccccc2)s1	2	17	0.1	0.98	0	-13	-1	-6
CC1CN(C(=O)CCNC(=O)c2ccc(Br)cc2)CC(C)O1 (stereo not given)	-7	13	-1.9	0.97	-2	-9	1	-7
COCCCNC(=O)C[C@H]1C[C@H](C(=O)N2CCCCC2)[C@@]2(CCc3ccccc3)c3[nH]c4ccc(Cl)cc4c3CCN2C1=O	2	10	-0.3	.	0	-5	-11	.
Cn1c(C(=O)N2CCN(c3ccc(Cl)cc3)CC2)cc2c(=O)[nH]c3ccccc3c21	-19	-57	1.0	0.9	-23	5	-1	0
CCOc1ccc(NC(=O)c2cccc(OC(=S)N3CCC(C)CC3)c2)cc1	0	5	1.3	0.97	-3	-4	-3	-23
Nc1nnn(-c2ccccc2)c1-c1ccccc1	-10	0	1.1	1.1	0	5	5	-18
CCOc1cc(C2C3=C(CC(C)(C)CC3=O)N(CCOC)C3=C2C(=O)CC(C)(C)C3)ccc1O	2	-171	0.7	1	-54	16	-4	-15
O/N=C\c1ccc2noc(-c3ccc(Cl)cc3)c2c1	5	17	1.4	0.98	-13	-2	32*	-2
Nn1c(SCC(=O)Nc2ccc(OC(F)F)cc2)nnc1-c1ccco1	3	1	0.0	1	1	-15	2	-27
O=C(Nc1cccc2ncccc12)c1ccc(-c2ccc(Br)cc2)o1	-19	3	-0.6	0.86	-30	8	-1	-6
Cc1cc(C)c2c(N)c(C(=O)Nc3ccc(C)c(C)c3)sc2n1	-22	-488	8.9	1.2	-56	27	-1	30
CCn1c(SCC(N)=O)nnc1-c1ccc(S(=O)(=O)N2CCN(C)CC2)cc1	1	8	-1.9	1.1	0	-8	1	1
CCOc1ccc(OCC)c(NC(=O)CN2CCN(c3ccc(C)cc3C)CC2)c1	11	21	0.2	1.2	1	8	-1	-10

3 entries from above, arranged by the value under SENP8 block, lowest first.
SMILES	ATG4B inhibitor	SENP8 block	MPTP inh	hIAP act	SENP1 FRET inh	PfG6PD inh	NR3A LBD binder	SENP6 inh
COc1ccc(C2(C)NC(=O)NC2=O)cc1OC (stereo not given)	19	6	0.6	0.98	-1	-13	2	-8
CCn1c(SCC(N)=O)nnc1-c1ccc(S(=O)(=O)N2CCN(C)CC2)cc1	1	8	-1.9	1.1	0	-8	1	1
CCOc1ccc(OCC)c(NC(=O)CN2CCN(c3ccc(C)cc3C)CC2)c1	11	21	0.2	1.2	1	8	-1	-10

(cont.)
SMILES	ATG4B inhibitor	SENP8 block	MPTP inh	hIAP act	SENP1 FRET inh	PfG6PD inh	NR3A LBD binder	SENP6 inh
CCCNC(=S)Nc1ccc(Oc2ccccc2)cc1	0	12	58*	0.84	1	4	-6	4
COC(=O)c1ccc(-c2n[nH]c(=O)c3ccccc23)cc1	1	-95	1.7	0.85	-67	7	-1	1
Cc1cc(NC(=O)CSc2nc(C(C)(C)C)nc3ccccc23)no1	4	-1	1.7	1.2	1	-5	-13	4
O=C(Cc1cccc(NC(=O)C2CCCN(C(=O)C3CC3)C2)c1)Nc1cccc(C(=O)N2CCCCC2)c1 (stereo not given)	-7	7	-0.9	.	0	-7	-1	.
CCCCNC(=O)N(O)C1N(/N=C/c2ccccc2O)C(=S)SC1(C)C (stereo not given)	39	12	2.5	1.2	1	11	-2	15
CCC1(C)NC(=O)N(CC(=O)c2cc(C)n(C3CC3)c2C)C1=O (stereo not given)	-9	10	0.4	1	1	-4	2	-14
Cc1cc(/C=N/n2cnnc2)c(C)n1-c1ccc2c(c1)OCO2	-3	-4	-1.1	0.81	0	23	2	1
O=C(Nc1nnc(S(=O)(=O)N2CCOCC2)s1)c1cccc(F)c1	-19	-123	1.3	0.95	2	51	-8	36
COC(=O)c1ccc(OC(=O)c2ccncc2)cc1O	-7	25	0.0	0.81	1	2	-2	-10
COc1cc(OC)c(C(=O)Nc2ccc(S(=O)(=O)Nc3ncccn3)cc2)cc1OC	-2	-26	-1.6	1.1	-4	-5	-2	17
COc1ccccc1NC(=O)C(C)OC(=O)CSCC(=O)Nc1ccc(C)cc1C (stereo not given)	-4	8	-0.3	1.1	1	3	-2	7
Cc1ccc(C2CCN(C(=S)Nc3cccc(Cl)c3)C2)cc1 (stereo not given)	4	18	15	1	3	3	-3	20
NC(=S)N/N=C1\CC(n2nnnc2-c2ccccc2Cl)C2COC1O2 (stereo not given)	-6	14	-0.3	1.1	-1	0	1	34
CCC(C)[C@@H]1NC(=O)N(CCCN2CCCC2=O)C1=O (stereo not given in full)	3	20	-0.3	0.96	2	-4	-2	-41
O=C(CSc1nccc(=O)[nH]1)Nc1ccc(N2CCOCC2)c(Cl)c1	11	4	-0.7	0.9	2	-34	0	0
CS(=O)(=O)N1CCN(c2ccc(NC(=O)CSc3ccc(Cl)cc3)cc2)CC1	-4	11	1.3	1.1	1	-14	0	-31

Record cards (already shown). Order of values: ATG4B inhibitor, SENP8 block, MPTP inh, hIAP act, SENP1 FRET inh, PfG6PD inh, NR3A LBD binder, SENP6 inh
`Cc1cc(/C=N/n2cnnc2)c(C)n1-c1ccc2c(c1)OCO2` in the list: -3, -4, -1.1, 0.81, 0, 23, 2, 1
`Cc1cc(NC(=O)CSc2nc(C(C)(C)C)nc3ccccc23)no1` in the list: 4, -1, 1.7, 1.2, 1, -5, -13, 4
`CCCNC(=S)Nc1ccc(Oc2ccccc2)cc1` in the list: 0, 12, 58*, 0.84, 1, 4, -6, 4
